Vif-A3G inh – blocks the Vif interaction with human APOBEC3G | HeLa A3G-eYFP + Vif (tagged APOBEC3G with the HIV-1 protein that degrades it), YFP fluorescence, overnight | Potency, µM (highest dose often 46.1 µM), for the others: at the top dose activity, negative = active, usual class: inhibitors | AID 602310 | hit rate 0.076% among 410,000;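 also: potency is read from the fitted curve at half-maximal effect; % is scaled to controls: 0 for no effect and ±100 for the full control effect; nearly all actives have a fitted effect of over 60% in size; hits raise eYFP signal because A3G escapes Vif-driven loss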
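Read-out is eYFP fluorescence (Ex 488/Em 500-530) from Vif-expressing HeLa A3G-eYFP cells; more signal means A3G escaped Vif-mediated degradation. Cells plated overnight, compound pinned in, incubated overnight at 37 deg C.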
RXFP1 ag – activates the human relaxin receptor RXFP1; Q9HBX9; HEK293T-RXFP1 cAMP TR-FRET, 30 min; response scale: percent of porcine relaxin response, buffer zero; Potency, µM (doses to about 57.5 µM), for the others: at the highest dose activation, actives largely listed as activators; hit rate 0.3% among 370,000; AID 2676; also: potency is read from the fitted curve at half-maximal effect; % is scaled to controls: 0 for no effect and ±100 for the full control effect; nearly all actives have a fitted effect of over 60% in size; many of its hits are not listed in these tables
Target sequence (Q9HBX9 whole entry, looked up): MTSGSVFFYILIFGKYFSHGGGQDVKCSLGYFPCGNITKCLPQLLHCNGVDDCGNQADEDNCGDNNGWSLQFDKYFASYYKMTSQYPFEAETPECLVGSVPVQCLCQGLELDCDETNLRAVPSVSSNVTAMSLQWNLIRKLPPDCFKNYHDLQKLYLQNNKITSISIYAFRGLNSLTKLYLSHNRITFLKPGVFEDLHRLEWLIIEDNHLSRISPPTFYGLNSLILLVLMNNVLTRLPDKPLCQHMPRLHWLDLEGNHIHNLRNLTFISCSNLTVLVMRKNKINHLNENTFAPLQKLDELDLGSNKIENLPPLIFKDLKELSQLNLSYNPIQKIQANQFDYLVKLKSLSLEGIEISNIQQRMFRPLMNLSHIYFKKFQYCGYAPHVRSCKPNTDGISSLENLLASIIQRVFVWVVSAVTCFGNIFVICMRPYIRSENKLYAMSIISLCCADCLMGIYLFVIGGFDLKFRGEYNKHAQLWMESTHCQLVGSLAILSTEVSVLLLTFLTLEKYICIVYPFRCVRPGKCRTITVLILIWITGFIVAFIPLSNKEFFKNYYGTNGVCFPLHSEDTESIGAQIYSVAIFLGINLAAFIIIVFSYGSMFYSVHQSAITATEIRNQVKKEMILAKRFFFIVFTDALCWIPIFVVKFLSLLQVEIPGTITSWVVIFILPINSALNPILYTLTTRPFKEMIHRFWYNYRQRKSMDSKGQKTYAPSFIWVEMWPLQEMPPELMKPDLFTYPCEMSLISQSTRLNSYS
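Agonist response is measured as cAMP accumulation in an RXFP1-transfected HEK293T line under PDE4 inhibition. Values are scaled between buffer-only and 29 nM porcine relaxin, and EC50s come from standard Hill equation fits.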
TrxR1 substrate – substrates of rat thioredoxin reductase 1; purified TrxR1 substrate turnover, NADPH consumption readout; Potency, µM (titrated, usually from 114 µM), for inactives: at the top dose activity change, negative = substrate turnover; hit rate 0.01% among 390,000; AID 588456; also: potency is read from the fitted curve at half-maximal effect; % is scaled to controls: 0 for no effect and ±100 for the full control effect; nearly all actives have a fitted effect of over 50% in size
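Rat TrxR1, dispensed at 90 nM, was prereduced with 400 uM NADPH (final) for 5 min at ~22 deg C, then incubated with compound 15 min before 400 uM selenite. A first-read NADPH fluorescence drop versus no-compound background flagged substrates.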
Vif-APOBEC3F blk – Vif-A3F binding inhibition. HeLa A3F-eYFP + Vif (tagged APOBEC3F with the HIV-1 protein that degrades it), YFP fluorescence increase. Potency, µM (titrated, usually from 46.1 µM), for the others: at the top dose activity, negative = active. hit rate 0.2% among 390,000; also: potency is read from the fitted curve at half-maximal effect; % of control where 0% means no effect; nearly all actives have a fitted effect of over 65% in size
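HeLa cells stably expressing Vif plus C-terminally eYFP-tagged A3F were seeded, incubated overnight at 37 deg C, dosed with compound, incubated overnight again at 37 deg C. Yellow fluorescence (Ex 488/Em 500-530) reported blocked Vif-mediated A3F-eYFP degradation.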
IDH1 R132H inh – human IDH1 R132H inhibition | IDH1-R132H enzyme, NADPH consumption, diaphorase/resazurin fluorescence | Potency, µM (series often up to 76.6 µM), without a hit: top-dose activity change, negative = inhibition, actives largely listed as inhibitors | hit rate 0.093% among 390,000; also: potency is read from the fitted curve at half-maximal effect; % is scaled to controls: 0 for no effect and ±100 for the full control effect; nearly all actives have a fitted effect of over 65% in size
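IDH1-R132H (0.5 ug/mL) preincubated 30 min with compound, then NADPH (0.016 mM) and alpha-KG (2 mM) added; 80 min at RT, pH 7.5. Remaining NADPH coupled via diaphorase/resazurin to fluorescence (540/590 nm); concentration-response curves normalized to no-enzyme control.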
LDHA inh – LDHA (human) enzyme inhibition; P00338; purified LDHA, NADH/diaphorase-resazurin fluorescence; active compounds read low; activity change, % (values are at about 110 or 230 µM); hit rate 0.15% among 480,000; in the data active = activity change below about -30%; inconclusive = mostly about -25% to -30%;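 also: plate controls were DMSO wells for no effect and wells without enzyme for full effect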
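Resorufin fluorescence (ex540/em590), read at 0 and 20 min after diaphorase/resazurin addition, reports the NADH left after a 5 min room-temperature reaction of 2 nM human LDH5 with 0.06 mM NADH and 0.2 mM pyruvate.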
PI4K2A inh – blocks human PI4K2A kinase activity; Q9BTU6; purified PI4K2A, ADP-Glo luminescence, 1 h; active compounds read low; activity change, negative = inhibition, % at 76.9 µM; hit rate 0.13% among 420,000; AID 1346378; in the data active = activity change below about -50%; inconclusive = mostly about -30% to -49%;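 also: -100% = wells without enzyme as full effect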
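In this quantitative HTS, ADP production by PI4K2A was quantified luminescently after 1 h at ambient temperature; 100 microM adenosine served as plate-quality control.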
USP1-UAF1 inh – inhibitors of human USP1/UAF1 deubiquitinase | O94782 | recombinant USP1/UAF1, Ub-Rhodamine cleavage fluorescence | Potency, µM (series often up to 57.1 µM), without a hit: at the top dose activity change, negative = inhibition, usual class: inhibitors | hit rate 0.23% among 390,000; also: potency is read from the fitted curve at half-maximal effect; % is scaled to controls: 0 for no effect and ±100 for the full control effect; nearly all actives have a fitted effect of over 60% in size; inactives centre near -12
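In this screen, compounds sit with the deubiquitinase complex (1nM) for 15 min at room temperature before Ub-Rho is added at 150nM final. Fluorescence rise is then followed for 6 reads every 60 seconds.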
GRP78 ERSR act – inducers of ER stress response in human glioma cells; hit rate 0.02% among 420,000; AID 602332; U87-MG GRP78 promoter luciferase reporter, 16 h; Potency, µM, without a hit: at the highest dose activation, most hits filed as activators; also: potency is read from the fitted curve at half-maximal effect; series mostly up to about 76 µM; % of control where 0% means no effect; nearly all actives have a fitted effect of over 35% in size
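Stably transfected U87-MG glioma cells carrying a GRP78-based luciferase sensor; 16 h compound incubation. Luminescence end-point read 10 min after Bright-Glo addition at room temperature.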
Starred values were filed as active, the others as inactive; ? = inconclusive; . = no result given; [ ] = remark or other dose. Unless noted, calls follow the shape of the dose curve; as a rule, active = well fitted curve in the direction sought with a large enough effect; inconclusive = small, poorly fitted or top-dose-only effect, or another doubt; inactive = no such curve, though single readings can be large; an effect the other way counts as inactive or inconclusive. Only part of the results is shown (hit frequency here may not be typical).

SMILES	Vif-A3G inh	RXFP1 ag	TrxR1 substrate	Vif-APOBEC3F blk	IDH1 R132H inh	LDHA inh	PI4K2A inh	USP1-UAF1 inh	GRP78 ERSR act
O=C(CNC(=O)c1cccs1)c1ccc(Cl)cc1	-1%	-0.2%	4%	-18%	3%	-3	5	-12%	-7%
CCC12CN3CC(C)(CN(C1)C3c1c[nH]c3ccccc13)C2=O (centres undefined)	-6%	0.2%	0%	0%	1%	0	5	-25%	-2%
Cc1ccc2nc(-c3ccc(O)cc3)oc2c1	0%	1.8%	28%	1%	-5%	-6	-15	-13%	-6%
N#CC(=Cc1ccncc1)c1ccccc1	-4%	.	13%[57.1 µM]	2%	-1%	-6	4	-15%	6%
CC(C)(C)c1ccc(C(=O)NCCC(=O)Nc2cc(Cl)ccc2N2CCOCC2)cc1	2%	1.9%	-1%	-3%	2%	1	-3	-22%	-3%
Cc1c(Cl)cccc1NC(=O)COC(=O)C12CC3CC(CC(O)(C3)C1)C2	1%	-0.5%	2%	8%	-4%	-9	2	-9%	1%
COC(=O)Nc1ccc(S(=O)(=O)NNC(=O)c2c(O)c3ccccc3n(C)c2=O)cc1	-24%	0.7%	-1%	4%	-7%	0	-6	-16%	-1%
C/C(CC(=O)Nc1ccccc1[N+](=O)[O-])=N\NC(=O)COc1ccccc1C	-2%	0.6%	-2%	-4%	13%	-12	-1	-19%	-4%
CC1(C)Cc2c(cnn2-c2ccc(F)cc2)C(NC(=O)CN2CCCCC2=O)C1 (centres undefined)	1%	1.6%	2%	0%	-3%	0	3	-23%	1%
CC1CCN(c2nc(-c3ccc(Br)cc3)nc3ccccc23)CC1	-2%	2.7%	0%[57.1 µM]	0%	3%	-1	-3	-14%	-3%
CCCCn1cc(S(=O)(=O)c2ccc(CC)cc2)c(=O)c2cc(F)c(N3CCOCC3)cc21	3%	0.3%	5%	-2%	-9%	-5	-2	-24%	-3%
COCCNc1ncnc2c1c(-c1ccccc1)cn2-c1cccc(Cl)c1	1%	2.2%	-2%[57.1 µM]	1%	?	-3	1	?	-2%
CC(C)Cc1nc2oc3c(=O)[nH]cnc3c2c2c1CCC2	-1%	1.9%	27%[57.1 µM]	-4%	-14%	5	0	0%	-2%
Cc1ccc(-n2nc(C)c3c(C)c(CCC(=O)O)c(C)nc32)cc1C	0%	10%	68%[activator]	-1%	20%	-3	-16	-14%	-11%
Cc1cccc(C(=O)NCC(=O)N(C)CC(=O)Nc2ccc(N3CCOCC3)cc2)c1	2%	3.4%	-6%	-7%	4%	-1	2	-6%	-2%
O=C(CSc1nnc2c(n1)[nH]c1ccccc12)N1CCCCC1	-1%	3.0%	-5%	7%	-16%	-1	3	-9%	-2%
CCOC(=O)c1cnc(-n2nc(C)cc2C)nc1Nc1ccc(N(C)C)cc1	0%	-0.2%	-5%	.	5%	1	-4	-18%	0%
COc1ccc([C@@H]2C[C@H]3[C@@H](CN2S(=O)(=O)c2ccccc2)C(=O)C[C@@H](c2ccc(C)cc2)N3S(=O)(=O)c2ccc(C)cc2)cc1	-2%	.	.	-13%	-1%	-11	1	-28%	-2%
O=C(Nc1nc2c(s1)CN(Cc1ccccc1)CC2)c1c(F)cccc1F	4%	16%	-9%[57.1 µM]	0%	8%	1	2	-19%	5%
Cc1c(/C=N\NC(=O)c2cccc(F)c2)cnn1C	0%	2.1%	0%	-10%	4%	-5	4	-17%	6%
O=C(c1ccco1)N1CCN(C(=S)Nc2ccc(Br)cc2Cl)CC1	-1%	-0.9%	-13%	-13%	-3%	-7	-1	0%	-2%
COc1ccc(NC(=O)c2cccs2)cn1	2%	1.0%	4%	0%	-1%	-7	1	-8%	2%
CC(=NC1CCCC1)c1c(C)[nH]n(-c2nc3ccccc3s2)c1=O	-11%	2.5%	8%[57.1 µM]	?	-2%	-16	0	-24%	-8%
Cn1c(=O)c2c(ncn2CC(=O)Nc2ccccc2Sc2ccccc2)n(C)c1=O	-2%	4.0%	1%	3%	0%	-3	0	7%	-4%
CCOC(=O)CC(=O)CSc1ncnc2c1cnn2-c1ccccc1	0%	4.0%	2%	2%	6%	-2	-10	-20%	-7%
Cc1ccc(CN2CCN(/N=C/c3ccco3)CC2)c(C)c1	0%	-0.3%	9%[57.1 µM]	?	6%	-2	1	-10%	-3%
COc1cccc(C2c3cc4c(cc3OC(NNC(N)=O)C2C)OCO4)c1O (centres undefined)	?	.	2%[11.4 µM]	-9%	2%	1	4	1%	-2%
COc1ccccc1S(=O)(=O)Cc1ccc(C(=O)NC2CCCCC2)o1	0%	0.4%	-6%	0%	5%	1	-2	-4%	-4%
COc1cc(C2C(C#N)=C(C)NC3=C2C(=O)CC(C)(C)C3)cc(OC)c1O (centres undefined)	0%	1.5%	-6%	-8%	14%	21	3	1%	1%
CCc1nc2ccc(C(=O)NCc3ccc(OC)cc3)cn2c1N(CC)CCOC	-3%	.	.	.	.	-3	0	.	1%
Cc1ccc(Oc2ccc(Cl)cc2NC(=O)c2cnccn2)cc1	-1%	-0.2%	6%	-2%	8%	-2	-17	-21%	-6%
COc1ccccc1CNC(=O)COC(=O)c1cnccn1	3%	-0.2%	7%	0%	0%	0	-1	-16%	2%
CC(C)(CC(=O)O)CC(=O)Nc1ccc2c(c1)ncn2CCc1ccccc1	-1%	4.5%	-4%	0%	11%	-2	5	-20%	-3%
CCc1ccc(Nc2sc(C(=O)c3ccccc3)c(N)c2S(C)(=O)=O)cc1	3%	1.8%	-6%	0%	3%	2	2	2%	-1%
C=CCn1nc([N+](=O)[O-])nc1Sc1cccc2cccnc12	?	1.3%	-13%	-10%	9%	7	-7	-18%	7%
CCCn1c(SCC(=O)Nc2ccc(OCC)cc2)nnc1C(C)C	1%	0.0%	-5%	4%	-1%	-3	0	-1%	-3%
COc1ccc(NC(=O)CCn2c(=O)c3cccn3c3cccnc32)c(OC)c1	?	0.5%	3%	-2%	10%	2	1	4%	1%
COCCc1ccc(OC2(C)CCN(Cc3cccn3-c3nccs3)C2)cc1 (centres undefined)	-2%	.	.	.	.	-1	-5	.	-3%
COc1cc(OC)cc(C(=O)Nc2cccc3c2CCCC3)c1	2%	-2.3%	1%	-2%	-7%	-7	-3	-3%	-3%
CC(=O)Nc1ccc(NCC(=O)c2ccccc2)cc1	-1%	-4.3%	3%	-17%	0%	3	-11	-20%	3%
O=C(NCC1(c2ccccc2)CCCC1)C(=O)Nc1cccc(Br)c1	-1%	0.7%	3%	-12%	-3%	-3	-2	18%	-3%
C=CCNc1nc(NC(C)(C)CO)nc(OC)n1	3%	0.2%	8%[57.1 µM]	4%	1%	-3	-1	6%	0%
COc1ccc(CC(=O)Nc2ccc(S(=O)(=O)Nc3cc(C)on3)cc2)cc1	2%	-0.4%	8%	4%	5%	-3	2	-8%	-3%
COc1ccc(CNC(=O)c2cccnc2SC)cc1OC	-1%	-0.1%	-8%	-1%	4%	-5	4	-5%	1%
CCOc1ncccc1C(=O)NCC1COc2ccccc2O1 (centres undefined)	1%	3.5%	-8%	-4%	10%	0	3	-18%	-4%

Exported as labelled records: part of the list above.
COc1ccc(CC(=O)Nc2ccc(S(=O)(=O)Nc3cc(C)on3)cc2)cc1
  Vif-A3G inh = 2% | RXFP1 ag = -0.4% | TrxR1 substrate = 8% | Vif-APOBEC3F blk = 4% | IDH1 R132H inh = 5% | LDHA inh = -3 | PI4K2A inh = 2 | USP1-UAF1 inh = -8% | GRP78 ERSR act = -3%
C=CCNc1nc(NC(C)(C)CO)nc(OC)n1
  Vif-A3G inh = 3% | RXFP1 ag = 0.2% | TrxR1 substrate = 8%[57.1 µM] | Vif-APOBEC3F blk = 4% | IDH1 R132H inh = 1% | LDHA inh = -3 | PI4K2A inh = -1 | USP1-UAF1 inh = 6% | GRP78 ERSR act = 0%
CCOc1ncccc1C(=O)NCC1COc2ccccc2O1 (centres undefined)
  Vif-A3G inh = 1% | RXFP1 ag = 3.5% | TrxR1 substrate = -8% | Vif-APOBEC3F blk = -4% | IDH1 R132H inh = 10% | LDHA inh = 0 | PI4K2A inh = 3 | USP1-UAF1 inh = -18% | GRP78 ERSR act = -4%
CC(C)(CC(=O)O)CC(=O)Nc1ccc2c(c1)ncn2CCc1ccccc1
  Vif-A3G inh = -1% | RXFP1 ag = 4.5% | TrxR1 substrate = -4% | Vif-APOBEC3F blk = 0% | IDH1 R132H inh = 11% | LDHA inh = -2 | PI4K2A inh = 5 | USP1-UAF1 inh = -20% | GRP78 ERSR act = -3%

Bioassay records from PubChem BioAssay.
